NCOA3 inh: SRC3 coactivator transcriptional activity inhibitors, primary screen, cell-based, luminescence; Nuclear receptor coactivator 3 (Homo sapiens), Q9Y6Q9; HEK293 GAL4-SRC3 luciferase reporter; inhibition, % at 3.6 µM; actives 0.17% (n = 360,000); AID 588352, 2011;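 active = inhibition above a per-campaign cutoff, the mean of all compounds plus 3 SD, cut at about 60% in these data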;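 note: 0% = DMSO-treated cells and 100% = gossypol-treated cells at 36 µM; higher means less SRC3-driven luciferase light from the GAL4 reporter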
TROY signal inh: inhibitors of TROY-driven NF-kB signaling, primary screen, Q293 LMP1-TROYcd cells, NF-kB luciferase, uHTS; AID 1347056, 2019; Q293 LMP1-TROYcd NF-kB luciferase reporter, 4 h; inhibition, % at 10 µM; actives 0.98% (n = 360,000);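 active = compounds whose plate-normalised and pattern-corrected inhibition of the luciferase reporter signal at the single screening dose is 50% or more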
C8 TRAIL sens: viability loss with TRAIL in NB7+C8 cells, primary screen, TRAIL sensitizer project, cell-based, ATPlite luminescence | inhibition (viability loss, TRAIL sensitization), % at 10 µM | actives 1% (n = 360,000);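 active = compounds causing at least 50% loss of cell viability in the single-dose screen, relative to plate controls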
KKLEB tox: cytotoxicity in KKLEB CF airway cells, primary screen, cytotoxicity control for CF NF-kB inhibitor project, cell-based, uHTS, fluorescence assay plates; KKLEB CF airway cells viability, ATPlite luminescence, overnight; stronger effect = lower value; cells stimulated with P. aeruginosa culture filtrate; activity change (cytotoxicity), % at 5 µM; actives 0.36% (n = 360,000);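 active = corrected activity change at or below -50% at 5 µM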
EBV LMP1 NFkB: EBV LMP1-driven NF-kappaB luciferase reporter inhibitors, primary screen, cell-based, luminescence, single point; LMP1-induced NF-kappaB luciferase reporter cells; actives 0.69% (n = 350,000); inhibition, % at 12.5 µM; in the data active = inhibition above about 41%;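 note: 0% = neutral control wells and 100% = reference inhibitor control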
SRC1 inh: SRC1 coactivator transcriptional activity inhibitors, primary screen, cell-based, luminescence. Nuclear receptor coactivator 1 (Homo sapiens), Q15788. HEK293 GAL4-SRC1 luciferase reporter. inhibition, % at 3.6 µM. actives 0.12% (n = 360,000);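 active = inhibition above the campaign mean plus 3 SD, with each screening campaign given its own cutoff, cut at about 60% in these data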;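 note: 0% = DMSO treated cells and 100% = gossypol at 36 µM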
LRH-1 inv ag: LRH-1 (NR5A2) inverse agonists, primary screen, cell-based, luminescence, HEK293T, StAR-luciferase reporter. Nuclear receptor subfamily 5 group A member 2 (Homo sapiens), O00482. LRH-1 transfected, 24 h. inhibition, % at 3.6 µM. actives 0.13% (n = 360,000);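 active = inhibition above the mean inhibition of all tested compounds plus 3 SD, cut at about 73% in these data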;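 note: 0% = DMSO wells and 100% = reporter-only cells lacking LRH-1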
Target sequence (O00482 whole entry, looked up): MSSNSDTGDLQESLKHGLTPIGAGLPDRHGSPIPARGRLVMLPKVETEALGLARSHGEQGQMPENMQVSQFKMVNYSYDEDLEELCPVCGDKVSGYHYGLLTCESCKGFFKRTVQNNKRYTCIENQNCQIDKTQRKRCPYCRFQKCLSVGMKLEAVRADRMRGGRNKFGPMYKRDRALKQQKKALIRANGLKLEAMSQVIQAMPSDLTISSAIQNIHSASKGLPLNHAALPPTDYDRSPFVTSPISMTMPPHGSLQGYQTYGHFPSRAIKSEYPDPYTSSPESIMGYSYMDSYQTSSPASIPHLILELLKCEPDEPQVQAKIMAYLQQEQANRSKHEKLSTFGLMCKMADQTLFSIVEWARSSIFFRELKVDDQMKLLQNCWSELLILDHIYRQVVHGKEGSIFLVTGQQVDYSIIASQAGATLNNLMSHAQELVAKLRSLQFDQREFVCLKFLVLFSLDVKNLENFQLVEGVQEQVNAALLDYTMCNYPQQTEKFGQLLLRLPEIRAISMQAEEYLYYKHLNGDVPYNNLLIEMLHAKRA
NCOA2 inhibitor: inhibition of GAL4-SRC2 driven luciferase reporter, primary screen, SRC2 inhibitor project, cell-based, luminescence | AID 651957, 2012 | Nuclear receptor coactivator 2 (Homo sapiens), Q15596 | HEK293 GAL4-SRC2 luciferase reporter | actives 0.17% (n = 370,000) | inhibition, % at 9 µM;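 active = inhibition above the mean inhibition of all tested compounds plus 3 SD, set per campaign, cut at about 52% in these data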;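 note: 0% = DMSO treated cells and 100% = cells given Gossypol at 36 µM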
CF NFkB block: inhibitors of PAF-induced NF-kB signaling, primary screen, cell-based, GFP fluorescence, uHTS. KKLEB NF-kB-GFP reporter, GFP fluorescence overnight. actives 0.86% (n = 360,000). inhibition, % at 5 µM;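 active = at least 50% inhibition at 5 µM, scaled per plate between neutral and stimulator controls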;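 note: PAF is a Pseudomonas aeruginosa culture filtrate used as stimulus; plate controls were PAF-stimulated DMSO wells for no effect and unstimulated DMSO wells for full effect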
COUP-TFII inh: NR2F2 transcriptional activity inhibitors, primary screen, cell-based, luciferase reporter, HEK293T, luminescence; inhibition, % at 8.6 µM; HEK293T NGFI-A luciferase reporter; actives 0.7% (n = 370,000); AID 686940, 2013; COUP transcription factor 2 (Homo sapiens), P24468;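 active = inhibition above a per-plate cutoff, mean inhibition of test wells between control levels plus 3 SD, cut at about 38% in these data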;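 note: cells cotransfected with COUP-TFII expression vector driving the NGFI-A reporter; 0% = median of COUP-TF2 test wells and 100% = reporter-only cells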
Target sequence (P24468 whole entry, looked up): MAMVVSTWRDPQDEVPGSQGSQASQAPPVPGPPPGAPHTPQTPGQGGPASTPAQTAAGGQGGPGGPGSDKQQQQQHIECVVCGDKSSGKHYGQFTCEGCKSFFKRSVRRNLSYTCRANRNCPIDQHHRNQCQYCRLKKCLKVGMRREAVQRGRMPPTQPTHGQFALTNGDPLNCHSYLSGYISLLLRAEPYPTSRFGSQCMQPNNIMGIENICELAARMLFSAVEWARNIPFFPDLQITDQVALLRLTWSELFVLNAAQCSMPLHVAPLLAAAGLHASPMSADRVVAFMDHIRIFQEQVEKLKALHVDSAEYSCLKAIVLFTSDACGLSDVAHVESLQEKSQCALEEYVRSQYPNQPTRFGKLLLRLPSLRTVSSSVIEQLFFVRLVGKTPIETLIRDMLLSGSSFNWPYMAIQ
TWEAK-Fn14 inh: inhibitors of TWEAK-Fn14 signaling, primary screen, luciferase reporter cells, uHTS. inhibition, % at 10 µM. AID 1159606, 2016. actives 2% (n = 360,000). TWEAK-stimulated Fn14 reporter cells, luciferase luminescence, 8 h; in the data active = inhibition above about 50%
Numbers without * were called inactive; · = not tested or not shown.

SMILES	NCOA3 inh	TROY signal inh	C8 TRAIL sens	KKLEB tox	EBV LMP1 NFkB	SRC1 inh	LRH-1 inv ag	NCOA2 inhibitor	CF NFkB block	COUP-TFII inh	TWEAK-Fn14 inh
C[N+]1(C)CCCC(OC(=O)C(O)(c2ccccc2)c2ccccc2)C1 (stereo unspecified)	-17	-7	-9	20	-5	-14	7	7	-17	10	13
CCN1C(=O)/C(=C/N(C)C)c2ccccc21	18	-13	2	-3	3	10	-8	-24	4	-4	-16
CCCCn1c(N)c(N(CC(C)C)C(=O)CCS(=O)(=O)c2ccc(C)cc2)c(=O)[nH]c1=O	-5	18	-4	4	5	-5	-12	7	4	-23	6
CN(Cc1ccncn1)C(=O)CC1C(=O)NCCN1Cc1cccc(Oc2ccccc2)c1 (stereo unspecified)	-6	5	-2	-6	5	-51	-6	-24	2	6	1
O=C(NCC1CCCO1)c1cc(-c2ccco2)nc2ccccc12 (stereo unspecified)	14	-26	-2	-4	3	-14	9	9	0	2	17
CC1CCN(C(=O)CSc2nnc(-c3ccc(S(=O)(=O)N4CCOCC4)cc3)n2C)CC1	0	1	4	3	-13	-15	-1	-10	4	-13	1
COc1cccc(C(=O)NC(=O)Nc2nc(C)cc(C(F)(F)F)n2)c1	4	-6	-1	12	0	-1	-11	-17	-12	3	-17
CN(CC(=O)Nc1ccc2c(c1)CCC2)CC(=O)Nc1ccccc1Br	-1	-7	-1	-3	1	19	10	13	-2	17	-33
Clc1ccccc1-c1nnc2sc(-c3cccs3)nn12	11	-3	-7	7	0	5	32	9	3	-10	-2
Cc1ccc(N(CC(=O)NCC2CCCO2)S(=O)(=O)c2ccccc2)c(C)c1 (stereo unspecified)	13	-8	8	-6	-11	0	7	-17	-7	-8	7
COc1ccc(NC(=S)NCC(O)c2ccccc2)c(OC)c1 (stereo unspecified)	6	5	-1	-6	3	-10	-7	-23	-13	-3	-4
CCOC(=O)COc1cc(N2C(=O)CSCC2=O)c(Cl)cc1Cl	10	-3	7	-3	5	12	7	-3	9	1	-13
CC1=NC(C)(C)CC2CCC(O)C12 (stereo unspecified)	-24	2	0	-11	2	-3	24	-7	-15	-2	-18
COC(=O)c1ccc(/C=N/NC(=O)c2ccccc2Cl)cc1	-43	-38	0	-13	4	-27	1	-52	3	-1	-24
Cc1cc[n+](CCC(=O)O)c2ccccc12	-1	-12	-21	-6	-2	-1	-8	14	-2	3	-1
CC(C)c1ccc(S(=O)(=O)N2CCN(C(=O)C3CCN(C(=O)c4ccc(F)cc4)CC3)CC2)cc1	18	0	14	-23	3	13	1	7	14	17	-2
CCCC(O)(CCN(C)C)c1ccc(OC)cc1 (stereo unspecified)	30	14	-3	6	-20	7	13	28	8	-6	15
Cn1nccc1C(=O)N1CCCC(Nc2ccc(F)cc2)C1 (stereo unspecified)	19	14	-8	0	0	6	3	-9	-11	-21	3
CCNc1ccc(S(=O)(=O)N(C)C)cc1NCC(=O)Nc1ccccc1F	2	0	-3	-4	4	9	11	5	8	1	12
COc1ccccc1N(C)S(=O)(=O)c1ccc(Cl)c(C(=O)Nc2ccncc2)c1	11	-12	5	4	10	-19	-17	7	-1	-5	7

In another format: results already given.
The line under a structure holds: NCOA3 inh, TROY signal inh, C8 TRAIL sens, KKLEB tox, EBV LMP1 NFkB, SRC1 inh, LRH-1 inv ag, NCOA2 inhibitor, CF NFkB block, COUP-TFII inh, TWEAK-Fn14 inh
CN(CC(=O)Nc1ccc2c(c1)CCC2)CC(=O)Nc1ccccc1Br
  -1, -7, -1, -3, 1, 19, 10, 13, -2, 17, -33
COc1ccc(NC(=S)NCC(O)c2ccccc2)c(OC)c1 (stereo unspecified)
  6, 5, -1, -6, 3, -10, -7, -23, -13, -3, -4

The list goes on.
SMILES	NCOA3 inh	TROY signal inh	C8 TRAIL sens	KKLEB tox	EBV LMP1 NFkB	SRC1 inh	LRH-1 inv ag	NCOA2 inhibitor	CF NFkB block	COUP-TFII inh	TWEAK-Fn14 inh
Cc1cc(C)c(C(N)=O)c(NCCc2ccccc2)n1	15	14	-5	0	-9	-6	-10	-48	-4	8	20
Cc1nc2scc(C)n2c(=O)c1S(=O)(=O)NCC1CCN(Cc2ccc(Cl)cc2)CC1	4	7	6	-12	0	-5	30	-20	-4	9	-16
Oc1c(-c2cc(-c3ccco3)[nH]n2)ccc2ccccc12	-97	-63	9	5	-78	-91	-148	-88	-16	-51	10
O=C(COC(=O)c1ccccc1O)NCc1ccc2c(c1)OCO2	4	-4	15	10	-7	-24	-9	19	12	4	-5
Cc1cccc(C(C)(C)C)c1OCCn1ccnc1	9	-16	-2	0	1	-4	-4	14	4	-5	13
CCC(=O)Nc1cccc(NC(=O)CSc2nc3c(c(=O)n(C)c(=O)n3C)n2C)c1	-14	-2	-5	10	-6	19	-8	-8	-8	2	38
Cc1ccccc1SCC(=O)NC1CCOC1=O (stereo unspecified)	-5	-7	-10	11	-9	-2	-18	-1	-12	3	-14
Cc1ccc(N(CC(=O)NCCSCc2ccco2)S(=O)(=O)c2ccc(C)cc2)cc1	-29	9	-3	1	0	7	2	-7	0	18	7
O=[N+]([O-])c1ccc(C(=Nc2cccc3ccccc23)N2CCOCC2)cc1	4	5	14	-11	1	-20	9	-3	14	-22	-1
CC(NC(=O)CCCc1ccccc1)c1ccncc1 (stereo unspecified)	-13	3	-1	6	-3	-1	11	19	-8	9	16
COc1ccc(C2=NN(c3ccccc3)C(c3cn(CCC(=O)O)nc3-c3ccccc3)C2)cc1 (stereo unspecified)	22	-40	-7	13	-5	-5	8	-21	-12	1	-22
COc1ccc(C(=O)N2CCCCCC2)cc1OC1CCN(C(C)=O)CC1	23	9	1	-4	14	5	9	13	10	-3	10
O=[N+]([O-])c1ccccc1O[C@@H]1O[C@H](CO)[C@H](O)[C@H](O)[C@H]1O	-6	-13	8	-2	-8	8	3	-22	10	19	12
CCCCC1Cc2[nH][nH]c(=O)c2C(c2ccc(F)cc2)O1 (stereo unspecified)	·	18	-2	·	·	·	-12	-4	·	-1	15
CC(C)NC(=S)NNc1nc2ccccc2s1	-2	0	-5	7	5	-5	-2	14	-18	16	-13
CCc1cc(C=NC2CCCCC2)c(O)s1	-50	-56	5	-10	-12	-64	-118	-35	11	-42	-18
Nc1c(C(=O)CSc2nccn2-c2cccc(F)c2)c(=O)[nH]c(=O)n1C1CC1	-4	3	0	-2	0	6	-10	-10	6	-18	10
CCN1CCN(Cc2cc(=O)oc3cc4c(cc23)CCC4)CC1	10	-6	4	-2	-3	-20	-1	10	-1	-5	-24
COc1ccc(NC(=O)c2oc3cc(C)c(C)cc3c2C)c(OC)c1	10	-8	-2	-10	9	-9	1	-3	4	-14	0
C=CCNC(=O)NC(=O)CSc1nc2cc([N+](=O)[O-])ccc2n1-c1cccc(C(F)(F)F)c1	17	11	1	-9	-35	-19	-1	-16	0	8	-43
N#Cc1cccc(NC(=O)c2cc(C3CCCCN3C(=O)c3ccccn3)on2)c1 (stereo unspecified)	-3	20	-13	7	·	10	-12	2	4	30	16
CCn1cc(C(=O)N[C@H](C(=O)NC(C)(C)CO)C(C)C)c(=O)c2cc3c(cc21)OCO3	-17	16	-20	-8	5	15	-9	-15	2	-5	-5
CC(=O)C1=C(NC(=O)c2ccc(F)cc2)CC2C1C2(C)C (stereo unspecified)	5	-6	27	-4	-9	0	3	5	-17	1	-29
CCOc1ccc(S(=O)(=O)N(C)CC(=O)NC2CCCC2)cc1	5	5	2	8	2	-11	7	0	8	-9	-16
O=C(CNS(=O)(=O)c1ccccc1)NCC(=O)OCc1ccc(C(=O)c2ccccc2)cc1	12	26	-2	7	0	2	2	-14	-10	-1	7
COc1ccc(-n2nnnc2SC(C)C(=O)NCC(=O)Nc2ccc(F)c(F)c2F)cc1 (stereo unspecified)	13	-2	-6	4	4	-11	4	5	-23	3	-5
COc1ccc(O)c(C(=O)c2cc(C#N)c(=O)n(CCN3CCOCC3)c2)c1	-10	-23	-8	-8	-6	1	-15	-50	4	1	-25
C1CCc2c(nc3nnnn3c2N2CCOCC2)C1	6	0	2	3	1	-11	0	6	-4	-4	5
NNC(=O)c1cccc(S(=O)(=O)Nc2cccc(C(F)(F)F)c2)c1	9	-1	-4	-4	-1	-8	-14	10	-14	0	-25
O=C(COc1ncnc2sccc12)Nc1cccc(S(=O)(=O)N2CCOCC2)c1	0	-14	-14	-3	-7	-6	-6	1	-3	10	-30
COc1ccc(C(=O)Nc2ccc(N3CCC(C)CC3)cc2)cc1Br	-11	-9	1	9	-12	14	-2	-4	-2	-4	-34
COc1ccc(CC(=O)Nc2nc(C(C)(C)C)cs2)cc1	-18	5	12	5	1	7	17	23	7	22	6
COc1ccc(CCNC(=O)CN2C(=O)c3ccccc3C2=O)cc1	-13	-14	0	6	2	7	-11	-21	-12	-10	19
CCN1CCN(c2ncc(C(=O)Nc3cc(Cl)c(OC)cc3OC)c3ccccc23)CC1	26	12	-7	-5	-26	0	6	-15	8	18	-28
CN(C(=O)C1CCOC1)c1nnc(-c2ccccn2)s1 (stereo unspecified)	-53	-44	-1	10	-14	-71	-119	-69	-19	-21	-17
N#C/C(=C\c1cn(Cc2ccccc2F)c2ccccc12)C(=O)NCc1ccco1	2	8	4	-17	-3	-1	12	-9	37	2	-75
CCOC(=O)Cc1c(C)nc2c(-c3ccc(Cl)cc3)c(C)nn2c1C	1	9	6	-14	4	-3	-1	-21	3	2	1
CNC(=S)NNC(=O)c1ccccc1F	-7	8	-8	-7	14	-7	1	-5	-3	6	-4
C[C@H](CO)N1C[C@H](C)[C@H](CN(C)C(=O)Nc2ccnc(N3CCOCC3)c2)OCc2cnnn2CCCC1=O	3	5	-4	20	-1	0	6	4	-7	-15	0
CSc1cccc(N2CC(C(=O)NCCC3=CCCCC3)CC2=O)c1 (stereo unspecified)	-2	-59	14	-4	-17	-7	-43	1	7	-20	-27
COc1ccc(S(=O)(=O)N2CCN(CC(=O)Nc3cc(Cl)ccc3Cl)CC2)cc1	-12	-17	12	-27	4	2	-6	10	33	10	-50
O=C(COC(=O)c1cccc(S(=O)(=O)N2CCOCC2)c1)NCCc1ccccc1	-14	14	-5	1	-11	3	3	-9	6	-4	1
CCOC(=O)C1(Cc2cccc(OC)c2)CCN(Cc2cccc(OC)c2O)CC1	21	8	9	-14	2	14	4	9	18	13	20
CCOC(=O)Cn1nc(C)c(NC(=O)CCc2ccc(OC)cc2)c1C	2	0	-6	-5	-3	-4	18	-4	-4	0	17
C[n+]1ccn(CC(=O)c2ccc(Cl)cc2)c1	-17	-9	-7	-9	-4	-43	8	1	-5	-9	-7

Source: PubChem BioAssay (several laboratories)
